Polio RdRp inh – poliovirus RNA polymerase inhibition | % elongation, % (compound at 16.7 µg/mL) | poliovirus polymerase elongation, fluorescence polarization; hits give low values | AID 588519 | hit rate 0.66% among 150,000; in the data active = % elongation below about 90%; note: some results filed as inactive read as strong as hits
Target sequence (P03300 1749-2209 limits assumed): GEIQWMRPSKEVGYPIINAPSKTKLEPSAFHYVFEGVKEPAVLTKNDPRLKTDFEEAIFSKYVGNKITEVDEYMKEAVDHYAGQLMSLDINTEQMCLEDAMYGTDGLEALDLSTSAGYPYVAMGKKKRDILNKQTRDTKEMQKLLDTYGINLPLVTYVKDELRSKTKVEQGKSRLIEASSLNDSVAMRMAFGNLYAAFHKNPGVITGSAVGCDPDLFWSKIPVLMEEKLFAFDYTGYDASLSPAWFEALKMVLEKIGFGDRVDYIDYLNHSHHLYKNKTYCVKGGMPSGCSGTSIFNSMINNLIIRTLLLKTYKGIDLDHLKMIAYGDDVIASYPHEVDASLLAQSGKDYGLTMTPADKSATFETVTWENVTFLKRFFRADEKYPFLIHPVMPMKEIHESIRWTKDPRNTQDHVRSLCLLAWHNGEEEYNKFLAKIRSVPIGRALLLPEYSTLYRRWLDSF
Polio RdRp inh FP z-score – also measured in Polio RdRp inh; calls as there; z-score; measured here: FP z-score; hits read low
* marks the source's active call; other numbers are inactive results. The list is partial, so the mix of outcomes need not match the whole.

SMILES	Polio RdRp inh	Polio RdRp inh FP z-score
COc1ccc(CCNc2nc(SCc3ccccc3F)nc3ccccc23)cc1OC	115	2
COc1cccc(-c2nn3c(=O)cc(CN4CCN(C(=O)/C=C/c5ccccc5)CC4)nc3s2)c1	110	0.5
O=C(c1cc2ccccc2cc1O)N1CCCCCC1	101	-0.2
CCn1cc(C(=O)N2CCN(c3ccc(OC)cc3)CC2)c2cc(OC)c(OC)cc2c1=O	107	0.7
CN(C)c1ncnc(Cl)c1N	102	-0.2
CCc1ccc2[nH]c(=O)c(CN(Cc3ccco3)C(=S)NCC(C)C)cc2c1	103	0.4
Cc1ccc(CNC(=O)c2c[nH]n3c(=O)cc(CSc4ccc(Cl)cc4)nc23)cc1	100	-0.6
c1ccc(CCNC2=NCCS2)cc1	102	0.2
Cc1ccc2c(c1)N(CCCC(=O)Nc1cccc(C(F)(F)F)c1)C(=O)CO2	113	0.8
N#Cc1ccccc1Cn1c(=O)n(-c2ccccc2)c(=O)c2ccc(C(=O)NCc3ccco3)cc21	100	-0.1
CCN(CC)C(=O)c1sc2ncn(CC(=O)Nc3cccc(C(F)(F)F)c3)c(=O)c2c1C	102	0.3
OCCCN=Cc1ccc(Cl)cc1Cl	100	0.1
COc1ccc(NC(=O)C2CCC(CNS(=O)(=O)c3ccc(Br)s3)CC2)c(OC)c1 (stereo unspecified)	103	-1.6
COC(=O)c1ccc2c(c1)N(CC(=O)Nc1ccc(OC)c(Cl)c1)C(=O)c1ccccc1S2	105	-0.5
CCOc1ccc(-n2c(-c3ccco3)nc3c(cnn3-c3ccc(Cl)cc3)c2=O)cc1	100	-0.1
CC1CCCCN1C(=O)CSc1nnc(CNc2ccc(Cl)cc2)o1 (stereo unspecified)	101	-0.6
CC1CCCCN1CCCNC(=O)c1cc(Sc2ccc(Cl)cc2)nc2ccccc12 (stereo unspecified)	109	0.1
CCOc1ccc(C(=O)Nc2cccc(-c3ccc4nncn4n3)c2)cc1	102	0
Fc1ccc(N2CCN(c3ncnc4c3nc3n4CCCCC3)CC2)cc1	103	-0.6
COc1ccccc1N1CCN(CCC(=O)Nc2cccc(F)c2)CC1	102	-0.3

Brought forward from above: 5 compounds; new compounds follow.
SMILES	Polio RdRp inh	Polio RdRp inh FP z-score
CC1CCCCN1C(=O)CSc1nnc(CNc2ccc(Cl)cc2)o1 (stereo unspecified)	101	-0.6
CC1CCCCN1CCCNC(=O)c1cc(Sc2ccc(Cl)cc2)nc2ccccc12 (stereo unspecified)	109	0.1
CCOc1ccc(C(=O)Nc2cccc(-c3ccc4nncn4n3)c2)cc1	102	0
Fc1ccc(N2CCN(c3ncnc4c3nc3n4CCCCC3)CC2)cc1	103	-0.6
COc1ccccc1N1CCN(CCC(=O)Nc2cccc(F)c2)CC1	102	-0.3
COc1cc(/C=N/NS(=O)(=O)c2ccc(Br)cc2)cc(OC)c1O	104	0.2
CCC(=O)N1CCc2cc(Br)cc(S(=O)(=O)N3CCCC(C(=O)Nc4ccc(C)c(F)c4)C3)c21 (stereo unspecified)	103	-0.8
CCCN1C(=O)CC(C(=O)OC)=C1C	102	0.3
COc1ccccc1NC(=O)c1ccc(CN2C(=O)C(C)=C(c3ccc(C)c(C)c3)S2(=O)=O)cc1	111	0.5
CCn1cc(C(=O)N(C)c2ccc(C(C)C)cc2)c2cc(OC)c(OC)cc2c1=O	102	-1.1
COc1ccc(C)cc1NC(=O)CN(C)Cc1nc2ccccc2c(=O)[nH]1	89*	-2.4*
O=C(NCCc1nc2ccccc2[nH]1)C1COc2ccccc2O1 (stereo unspecified)	107	0.6
Nc1ccc(-c2nn[nH]n2)cc1F	101	-0.1
CC1CCCC(C)N1C(=O)c1scc2c1OCCO2 (stereo unspecified)	105	0.2
Cc1nn(CCCC(=O)NC(C)C)c(=O)c2cc3sccc3n12	103	0.3
O=S(=O)(Nc1ccc2c(c1)CCC2)c1cccs1	104	1
NNC(=O)C1CCCN1S(=O)(=O)c1ccc(Cl)cc1 (stereo unspecified)	110	0.5
Cc1c(C(=O)OC2CCC(C)CC2)[nH]c2c1C(=O)CC(c1ccc(N(C)C)cc1)C2 (stereo unspecified)	104	-0.4
CCN(CC)C(=O)CN1Cc2ccccc2C1=O	100	-0.6
C=CCNCc1cc2cc(OCC)ccc2[nH]c1=O	100	-0.8
CCOC(=O)Nc1cccc2ccccc12	102	0.1
CN(C)c1ccc(CNC(=O)c2ccc3c(c2)N(C)C(=O)C2CCCCN32)cc1 (stereo unspecified)	109	0.8
CCOc1ccccc1NC(=O)CCNS(=O)(=O)c1cccc2nonc12	105	0
COc1ccc(S(=O)(=O)c2c(Nc3ccccc3F)sc(C(=O)c3cccc(OC)c3)c2N)cc1	106	-0.1
O=C(NCc1cc2ccccc2s1)C1CN(C(c2ccccc2)c2ccccc2)C1	102	0
O=C(O)CSc1nnc2c(n1)OC1(CCCCC1)Nc1ccccc1-2	100	-0.4
CCC1(CC)C(=O)c2cc3ccccc3cc2C1=O	105	0
CCOC(=O)c1cn(C2CC2)c2c(F)c(F)c(F)cc2c1=O	100	-0.4
CCc1nc2ccccc2c(C(=O)Nc2cccc(Cl)c2)c1C	104	0.1
Nc1ccccc1SCC(=O)Nc1ccccc1	102	0.2
Cc1ccn2nc(C(=O)OCC(=O)N(Cc3ccccc3)Cc3ccccc3)nc2n1	103	0
CC(C)(C)c1nc(SCc2nc(-c3cccc(-n4cccc4)c3)no2)n[nH]1	102	-0.5
C=CCNC(=O)c1cc2c(C)nn(-c3ccc(F)cc3)c2s1	106	0.3
COc1ccc(N2CCN(CC(O)COc3ccccc3C(C)(C)C)CC2)cc1 (stereo unspecified)	103	-0.7
CN(C)C(CNC(=O)Cc1c[nH]c2ccccc12)c1ccco1 (stereo unspecified)	110	0.1
Cc1ccc(-c2nnc(NC(=O)c3cc4c([nH]c5ccccc54)c(C)n3)s2)cc1	104	0.6
Cc1ccc(C(=O)N2CCC(C(N)=O)CC2)cc1NC(=O)c1nsc2ccccc12	103	-0.9
Cc1cnc(NC(=O)c2cccc(OC(F)F)c2)s1	103	0
O=C1CCN(CC(=O)Nc2ccc(-c3ccccc3)cc2)CC1	104	0
N=C1SC2CS(=O)(=O)CC2N1c1cccc(C(F)(F)F)c1 (stereo unspecified)	105	1.1
COc1ccc(S(=O)(=O)N2CN3CCN(C3)C2)cc1OC	107	1.9
CCC1CCCCN1C(=O)c1ccccc1F (stereo unspecified)	104	0.5
O=C(CSc1nnc(-c2ccco2)c(-c2ccco2)n1)N1c2ccccc2Sc2ccc(Cl)cc21	101	-0.4
O=C(N1CCN(c2ccccc2)CC1)C12CC3CC(CC(C3)C1)C2	107	0.4
Cc1ccc(OCCOCCn2c(-c3ccc(Cl)cc3)nc3ccccc3c2=O)cc1	103	-0.5
CN(C1CCCCC1)S(=O)(=O)Cc1ccccc1	104	0.6
O=c1nc2n(c3ccsc13)CC(O)=C2c1nc2ccccc2[nH]1	111	0.4
COc1ccc2c(c1)c1c(c(=O)n(Cc3ccccc3)c(=O)n1CC(=O)NCc1ccccc1Cl)n2C	104	-0.2
Cc1oc(N)c(C#N)c1C	91	-5
COc1ccccc1NC(=O)C1CCN(S(=O)(=O)c2ccc3[nH]c4c(c3c2)CCCCC4)CC1	104	-0.7
O=C(Nc1ccc2c(c1)oc1ccccc12)c1cccc(N2C(=O)CCC2=O)c1	104	0.9
O=C(CSCc1cnn(-c2ccccc2)c1-n1cccc1)NC1CCCCCC1	100	-1
Cc1ccccc1-c1noc(-c2ccc(N3CCN(c4ccccc4)CC3)c([N+](=O)[O-])c2)n1	106	-0.5
CC(=O)N1CCc2cc(S(=O)(=O)NC(CC(C)C)C(=O)NCc3ccccc3)ccc21 (stereo unspecified)	106	0.4
CCOc1ccc(C(=O)Nc2ccc(-c3nc4ncccc4o3)cc2)cc1	99	-0.6
O=S(=O)(Nc1ccccc1)C(Nc1ccccc1)c1ccccc1F (stereo unspecified)	101	-0.2
O=C(Nc1ccc(Nc2ccccc2)cc1)C1CC1	99	-0.2
Cc1ccc(-c2noc(-c3cccnc3N(C)Cc3ccc(Cl)cc3)n2)cc1	110	0.5
CN(C)Cc1nnnn1CCn1nnnc1CN(C)C	100	-0.3
COc1cc2c(cc1O)C1Cc3ccc(OC)c(O)c3CN1CC2 (stereo unspecified)	99	-0.1
Cc1ccccc1C(=O)NCc1nc(-c2ccc(Cl)cc2)no1	105	-0.5
COc1ccc(-n2c(=O)c3ccc(C(=O)NCc4ccc(C)cc4)cc3n(CC(=O)Nc3ccc(F)cc3)c2=O)cc1	104	0
CCOc1ccc2[nH]c(=O)c(C(c3nnnn3CCOC)N3CCCCC3)cc2c1 (stereo unspecified)	98	-0.6
COc1cccc(-n2c(=O)c3sc4ccccc4c3n(CC(=O)Nc3ccc(F)cc3F)c2=O)c1	107	0.8
COC(=O)c1ccc2c(=O)n3nc(NCc4ccccc4)sc3nc2c1	101	0.2

Four entries out of the list, arranged by SMILES length, low to high:
SMILES	Polio RdRp inh	Polio RdRp inh FP z-score
COc1cc2c(cc1O)C1Cc3ccc(OC)c(O)c3CN1CC2 (stereo unspecified)	99	-0.1
O=c1nc2n(c3ccsc13)CC(O)=C2c1nc2ccccc2[nH]1	111	0.4
Cc1ccc(-c2noc(-c3cccnc3N(C)Cc3ccc(Cl)cc3)n2)cc1	110	0.5
COc1ccc2c(c1)c1c(c(=O)n(Cc3ccccc3)c(=O)n1CC(=O)NCc1ccccc1Cl)n2C	104	-0.2

Additional structures
SMILES	Polio RdRp inh	Polio RdRp inh FP z-score
O=c1ccoc2ccc(Cl)cc12	98	-0.9
CCSc1nc2c(c(=O)[nH]1)C1(CCCC1)Cc1ccccc1-2	100	-0.1
c1ccc2c(c1)Oc1ccccc1S2	103	0.3
COc1ccc(-n2c(CNc3ccccc3Cl)nnc2SCC(N)=O)cc1	98	-1.4
CC(C)NC(=O)c1sc2c(c1C(=O)Nc1cccnc1)CCCC2	101	-0.3
CCOC(=O)C1=C(C)NC(SCC(=O)N2CCOCC2)=C(C#N)C1c1ccco1 (stereo unspecified)	97	-0.3
COc1ccc(-c2oc3ncn4nc(COc5cccc(C)c5C)nc4c3c2-c2ccc(OC)cc2)cc1	105	-0.1
Cc1c(Cc2ccc3c(c2)OCO3)sc(NC(=O)c2ccco2)c1C(N)=O	101	0
CCN(CC)P(=O)(c1nc2ccccc2n1CC)N(CC)CC	104	-0.3
CCOC(=O)C(=NCC1CCCO1)NNc1cc(Cl)ccc1Cl (stereo unspecified)	108	0.6
CCC(O)c1cc2c(cc1NC(=O)c1ccccc1F)OCCO2 (stereo unspecified)	106	0.6
CCN(CC)S(=O)(=O)c1ccc(N=NC2=C(O)CCCC2=O)cc1	104	0.3
Cc1cccc2c1-c1sc(C(=O)N3CCN(c4cccc(Cl)c4)CC3)cc1CO2	103	-0.5
O=C1C2=C(c3ccccc3)c3cc(F)ccc3C2Sc2ccccc21 (stereo unspecified)	104	0.2
CC(C)c1cc(NC(=O)COC(=O)c2ccccc2Oc2ccccc2)on1	104	0.2
CCOc1ccc2nc(SCc3ccc(C#N)cc3)[nH]c2c1	102	0.1
COc1ccc(-c2nc(=O)[nH]c(=O)[nH]2)cc1	99	-0.3
Cn1cnnc1SCC(=O)C(C)(C)C	102	-0.1
O=S(=O)(c1ccc2nc(N3CCN(c4ccccc4)CC3)ccc2c1)N1CCCCC1	101	-1.2
CCCCOc1ccc(OCCNC(=O)c2ncn[nH]2)cc1	100	-0.2
Cc1nn(-c2ccccc2)c(C)c1/C=C/C(=O)OCC(=O)N1CC(=O)Nc2ccccc21	106	0.5
O=C(COC(=O)Cc1ccccc1)NC1CCCc2ccccc21 (stereo unspecified)	102	0.4
CCOc1ccc(CNC(=O)c2ccc3c(c2)nnn3C2CCCC2)cc1	107	0
COc1ccc2c(c1)c1c(c(=O)n(-c3cccc(Cl)c3)c(=O)n1C)n2C	106	-0.4
CCc1ccc(CNC(=O)CN2C(=O)CSc3ccc(S(=O)(=O)N4CCOCC4)cc32)cc1	111	0.2
CC1=C(C(=O)OC2CC(C(C)C)CCC2C)C(CC(=O)O)C(=O)N1 (stereo unspecified)	99	-0.1
Cc1ccc(C)c(N2CCN(C(=O)CCS(=O)(=O)c3cc4c(cc3Cl)NC(=O)CO4)CC2)c1	105	-0.2
CCOC(=O)C1=C(CSc2nc3cc(C(=O)OCC)ccc3n2CC)NC(=O)NC1C (stereo unspecified)	104	0.1
C=C(C)CC1C(=O)N(S(=O)(=O)c2ccccc2Cl)N=C1C (stereo unspecified)	110	1.2
Fc1ccc(N2CCN(c3ncc4c(n3)CCNC4)CC2)cc1	104	0.7
COc1ccccc1C(=O)OCc1cc(=O)n2c(C)csc2n1	109	0.5
Cc1nc(Cl)c(N)c(Cl)n1	102	0
CC(C)CC(NS(=O)(=O)c1ccc2c(c1)oc(=O)n2C)C(=O)NCc1ccco1 (stereo unspecified)	99	-0.8
CC(C)c1ccc(NC(=O)C2CCN(S(=O)(=O)c3cccc4nsnc34)CC2)cc1	108	-0.3
O=C(O)CSc1ncnc2scc(-c3ccc(Br)cc3)c12	109	1.8
COc1cccc2c(C)cc(=O)[nH]c12	104	0.5

Six records picked at random from the list so far:
SMILES	Polio RdRp inh	Polio RdRp inh FP z-score
CC(C)CC(NS(=O)(=O)c1ccc2c(c1)oc(=O)n2C)C(=O)NCc1ccco1 (stereo unspecified)	99	-0.8
CCOc1ccc(CNC(=O)c2ccc3c(c2)nnn3C2CCCC2)cc1	107	0
O=C(O)CSc1ncnc2scc(-c3ccc(Br)cc3)c12	109	1.8
Cc1ccc(C)c(N2CCN(C(=O)CCS(=O)(=O)c3cc4c(cc3Cl)NC(=O)CO4)CC2)c1	105	-0.2
COc1ccccc1C(=O)OCc1cc(=O)n2c(C)csc2n1	109	0.5
O=C(COC(=O)Cc1ccccc1)NC1CCCc2ccccc21 (stereo unspecified)	102	0.4

High-throughput results as filed in PubChem.
